High-throughput results from PubChem.
MrgX1 ag – agonists of human MrgX1 receptor, primary screen, HEK293 cells, Fluo-4 calcium flux | Mas-related G-protein coupled receptor member X1 (Homo sapiens), Q96LB2 | Fluo-4 calcium fluorescence, agonist mode; active compounds read high | B-score at 10 µM | 310,000 tested, 0.44% active;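 active means calcium response B-score plate-corrected fluorescence ratio at least 3 library SD, with starting fluorescence B-score inside 5 SD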
Target sequence (Q96LB2 whole entry, looked up): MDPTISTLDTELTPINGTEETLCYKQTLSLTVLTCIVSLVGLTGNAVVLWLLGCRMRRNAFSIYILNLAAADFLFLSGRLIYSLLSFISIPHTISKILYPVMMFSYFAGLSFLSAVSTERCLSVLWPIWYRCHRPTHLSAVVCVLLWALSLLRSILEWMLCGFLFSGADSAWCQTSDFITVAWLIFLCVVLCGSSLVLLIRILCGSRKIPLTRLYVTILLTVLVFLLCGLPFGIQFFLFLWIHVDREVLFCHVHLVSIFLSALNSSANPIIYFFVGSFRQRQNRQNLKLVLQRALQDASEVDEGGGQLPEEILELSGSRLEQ
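Test system: HEK293 cells stably expressing human MrgX1 receptor; amount: 15,000 cells per well; doses: compound delivered in addition one of three; times: overnight plating before 1 h dye loading; detection: Fluo-4 NW calcium-flux fluorescence, kinetic read; read-out basis: B-scored fluorescence response ratio; controls: positive and negative controls per plate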
TRPC4 inh – inhibitors of mouse TRPC4 channel, primary screen, Fluo4 calcium, HEK293 TRPC4beta/mu-opioid cells; 300,000 tested, 0.39% active; B-score at 10 µM; Short transient receptor potential channel 4 (Mus musculus), Q9QUQ5; AID 2247, 2010; DAMGO-evoked Fluo4 calcium flux; active compounds read low;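 active means B-score over 3 SD under the library average, no early fluorescence shift, positive overall ratio signal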
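Assay system: Stable TRPC4beta/mu-opioid receptor HEK293 cells | Reagent: DAMGO in two steps, submaximal then maximal | Compound dosing: Single concentration per test compound | Signal: Fluo4 Ca2+ flux fluorescence | Evaluation: Per-well B score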
Platelet DG rel – inhibitors of platelet dense granule secretion, primary screen, cell-based, MLPCN, human platelets. human platelet-rich plasma, SFLLRN dense granule ATP release, luminescence. AID 1663, 2009. 300,000 tested, 0.22% active. inhibition, %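 (compounds screened at 7.5 µM in platelet-rich plasma)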;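 active means mean replicate score, as percent of positive control, at or above 50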
HIF act – HIF pathway transcriptional activators, primary screen, cell-based, U2OS HRE-luciferase, luminescence | activation, % at 7.5 µM (by protocol) | 300,000 tested, 0.32% active | AID 1910, 2009 | U2OS HRE-luciferase reporter; normalized: DMSO 0%, desferrioxamine 100%;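 active means mean activation of at least 10% of the iron chelator positive control signal, with at least half of replicates also reaching 10%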
RGS4 act – RGS4 potentiators or activators, primary screen, cell-based, HEK293 M3R inducible RGS4, calcium flux. carbachol calcium flux Fluo4; active compounds read low. B-score at 10 µM. 310,000 tested, 0.92% active;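 active means B-score of the integrated calcium signal more than 4 SD below the library mean, with starting fluorescence not abnormally high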;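 further: negative B-score means reduced calcium response which marks RGS4 activation or potentiation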
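test system = HEK293 cells with stable M3R and inducible RGS4 | schedule = recording 10 s baseline at 1 Hz, 100 s post-agonist | technique = Fluo4-AM (2 µM) calcium-flux fluorescence, kinetic read | measure = Agonist-evoked peak-minus-minimum fluorescence over baseline, integrated ratio, B score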
TRPC6 activator – mouse TRPC6 channel activators, primary screen, cell-based, HEK293, membrane potential dye | 310,000 tested, 0.13% active | Short transient receptor potential channel 6 (Mus musculus), Q61143 | B-score at 10 µM | HEK293-TRPC6 membrane potential dye fluorescence; active compounds read high;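 active means B-score of the integrated fluorescence ratio above library mean plus 3 SD, and starting fluorescence ratio within library mean plus 5 SD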;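 further: higher score means more depolarization so channel activation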
MrgX1 allo act – positive allosteric modulators of MrgX1, primary screen, HEK293 cells, Fluo-4 calcium flux; FDSS; active compounds read high; B-score at 10 µM; 310,000 tested, 0.63% active; AID 588675, 2011;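 active means plate-corrected calcium response at least 3 library SD above typical, normal starting fluorescence, not activating the receptor alone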;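 further: compound read alongside a low EC10 to EC30 dose of BAM8-22 agonist; peak minus trough fluorescence over baseline measured at the second addition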
TRPC6 inhibitor – mouse TRPC6 channel inhibitors, primary screen, cell-based, HEK293, membrane potential dye. Short transient receptor potential channel 6 (Mus musculus), Q61143. B-score at 10 µM. 310,000 tested, 1.1% active. ACh-evoked depolarization; active compounds read low;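 active means B-score under library mean minus 3 SD, initial fluorescence not abnormally high, positive integrated signal ratio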;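 further: B-score derived from integrated fluorescence ratio over the kinetic read; more negative B-score means stronger inhibition of depolarization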
MrgX1 antag – antagonists of human MrgX1 receptor, primary screen, HEK293 cells, Fluo-4 calcium flux. B-score at 10 µM. AID 588676, 2011. 310,000 tested, 1.3% active. Mas-related G-protein coupled receptor member X1 (Homo sapiens), Q96LB2. BAM8-22 antagonism; active compounds read low;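 active means calcium-response B-score plate-corrected more than 3 library SD below zero, starting fluorescence within 5 deviations, no agonist response on first addition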;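 further: peak minus trough fluorescence over baseline after final BAM8-22 challenge near maximal dose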
SKKanGAS inh – S. pyogenes SKKanGAS growth inhibitors in kanamycin, primary screen, streptokinase expression inhibitor project, SKKanGAS strain, BacTiter-Glo luminescence; inhibition, % at 7.5 µM; 300,000 tested, 1.3% active; 6 h;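 active means mean replicate score, as percent of positive control median, at least 50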;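 further: strain carries kanamycin resistance gene driven by streptokinase promoter and grows in 40 µg/ml kanamycin; loss of luminescence reflects streptokinase promoter inhibition or plain growth inhibition; 0% = median of DMSO wells and 100% = positive control at its reference dose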
RGS4 inh – RGS4 inhibitors, primary screen, cell-based, HEK293 M3R inducible RGS4, calcium flux | 310,000 tested, 0.45% active | Regulator of G-protein signaling 4 (Homo sapiens), P49798 | Fluo-4 calcium flux; active compounds read high; triggered by carbachol at its EC20 | B-score at 10 µM;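 active means B-score, a plate-corrected calcium signal, over three deviations above library mean, with baseline fluorescence within five deviations of library mean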;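 further: RGS4 expression induced by doxycycline in cells with stable M3 receptor; B-score is computed from the integrated fluorescence ratio over baseline after carbachol; higher B-score means a larger calcium signal and so more RGS4 inhibition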
Target sequence (P49798 whole entry, looked up): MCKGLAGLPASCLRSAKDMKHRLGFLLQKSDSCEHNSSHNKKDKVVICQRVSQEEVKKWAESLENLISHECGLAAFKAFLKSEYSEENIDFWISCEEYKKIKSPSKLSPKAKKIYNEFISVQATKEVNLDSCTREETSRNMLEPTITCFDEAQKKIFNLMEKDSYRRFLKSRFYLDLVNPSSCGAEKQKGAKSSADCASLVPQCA
Starred values were filed as active, the others as inactive; i = inactive; x = no result given. Random draw from the library. Share with any hit: about 6.1%.

SMILES | MrgX1 ag | TRPC4 inh | Platelet DG rel | HIF act | RGS4 act | TRPC6 activator | MrgX1 allo act | TRPC6 inhibitor | MrgX1 antag | SKKanGAS inh | RGS4 inh
COc1ccccc1C(=O)Nc1cccc2cccnc12 | i | i | 0.9 | 0.5 | i | i | i | i | i | -0.8 | i
COCCc1nc2ccc(C(=O)NCc3cccc(-n4cccn4)c3)cc2o1 | i | i | -7.5 | -0.9 | i | i | i | i | i | -9.5 | i
CCCOC(=O)CCn1c(=S)oc2ccccc21 | i | i | 3.6 | 0.1 | i | i | i | i | i | 6.9 | i
Cc1ccc(NC(=S)NCc2ccccc2Cl)c(C)c1 | i | i | -4.2 | -0.1 | i | i | i | i | i | 11.0 | i
CCCn1c(CN2CCN(C(=O)c3ccco3)CC2)nc2c1c(=O)n(C)c(=O)n2C | i | i | 4.5 | 0.3 | i | i | i | i | i | 1.2 | i
O=C1CN(C(=O)c2ccco2)C(c2ccccc2)c2cc(Cl)ccc2N1 (stereo not drawn) | i | i | 4.7 | -8.5 | i | i | i | i | i | 6.3 | i
CCOC(=O)c1c(C)n(-c2ccc(C)cc2)c2ccc(OCC(O)CNCC3CCCO3)cc12 (stereo not drawn) | i | i | -0.8 | -7.4 | i | i | i | i | i | 41.7 | i
COc1ccc(-c2oc3ccc(N4CCOCC4)cc3c2C#CC2(O)CCCCC2)cc1 | i | i | -0.9 | 1.7 | i | i | i | i | i | 69.2* | i
COc1ccccc1OCCn1c(C(C)O)nc2ccccc21 (stereo not drawn) | i | i | 5.4 | -0.6 | i | i | i | i | i | -4.9 | i
C/C(=N\O)C(=O)Nc1ccccc1 | i | i | -12.1 | 231.3* | i | i | i | i | i | 1.0 | i
CC(C)Oc1ccc(/C=C(\C#N)C(=O)NC2CC2)cc1 | i | i | 4.9 | 1.2 | i | i | i | i | i | 0.1 | i
CN(C(=O)c1ccc(-c2nn(C)c(=O)c3ccccc23)cc1)C1CCCCC1 | i | i | -4.3 | -0.5 | i | i | i | i | i | 1.8 | i
COc1ccc(NC2=NC(=S)N(c3ccc(C)cc3)C23CCCCC3)cc1 | i | i | -2.6 | -1.3 | i | i | i | i | i | -0.1 | i
CCCCN(CC)CCNC(=O)CNC(=O)Cn1ccc2ccccc2c1=O | i | i | -2.3 | 0.4 | i | i | i | i | i | -0.6 | i
COc1cc2ncnc(NCc3ccc(Cl)cc3)c2cc1OC | 32.7* | i | -15.2 | 1.1 | i | i | i | i | i | -15.4 | i
COC(=O)c1ccc(N2CCN(C)CC2)c(NC(=O)COc2ccc(OC)cc2)c1 | i | i | 4.0 | 1.0 | i | i | i | i | i | 4.3 | i
COCCOc1cc2ncnc(N3CCC(C(=O)O)CC3)c2cc1OCCOC | i | i | 7.4 | 0.2 | i | i | i | i | i | 0.9 | i
CCOC(=O)c1cc(C#N)c(N2CCCCC2)nc1-c1ccccc1 | i | -8* | -9.2 | -0.2 | i | i | i | i | i | 3.1 | i
Cc1ccc(N(CC(=O)NC2CCCC2)C(=O)c2nsc(Cl)c2Cl)cc1 | i | i | 2.4 | -0.7 | i | i | i | i | i | 2.4 | i
Cc1ccc(C(=O)N/C(=C/c2ccco2)C(=O)NC2CCS(=O)(=O)C2)cc1 (stereo not drawn) | i | i | -0.7 | -0.2 | i | i | i | i | i | 1.4 | i
Cc1ccc(NC(=O)Cn2nnc3ccccc3c2=O)cc1C | i | i | 2.6 | 1.1 | i | i | i | i | i | 6.0 | i
COCCn1c(Cc2ccccc2)nnc1SCC(=O)N1CCCCC1C (stereo not drawn) | i | i | 0.5 | 1.1 | i | i | i | i | -8.19* | -1.9 | i
COC(=O)N/N=C(\C)c1cccs1 | i | i | -15.8 | 0.7 | i | i | i | i | i | -2.6 | i
COc1ccc(C(=O)C2CCN(CC(=O)Nc3ccc(C)cc3)CC2)cc1 | i | i | -3.7 | 0.2 | i | i | i | i | i | 0.2 | i
CCOC(=O)CNC=C(C(=O)OCC)C(=O)OCC | i | i | -1.7 | 0.3 | i | i | i | i | i | 4.4 | i
CCOC(=O)C1(Cc2ccc(Cl)cc2)CCN(C(=O)c2cc(C)nc(C)n2)CC1 | i | i | 5.1 | 0.3 | i | i | i | i | i | -5.9 | i
O=C(NNC(=O)c1cc(-c2cccnc2)nc2ccccc12)Nc1ccc(Cl)cc1 | i | i | 0.0 | 2.3 | i | i | 6.9* | i | -13* | 5.2 | i
O=C1C=C(c2ccccc2)CC(/C=C/c2ccccc2)C1 (stereo not drawn) | i | i | -8.0 | -0.6 | i | i | i | i | i | 7.8 | i
CCOC(=O)CN1C(=O)CSc2ccccc21 | i | i | 13.2 | -1.1 | i | i | i | i | i | -3.3 | i
O=C(CCS(=O)(=O)c1ccc(Br)s1)Nc1ccccc1Br | i | i | 1.5 | 0.1 | i | i | i | i | i | 1.0 | i
Cc1cc(C(=O)Cn2nc(C(=O)O)c3ccccc3c2=O)c(C)n1-c1ccccc1 | i | i | 10.6 | 3.5 | i | i | i | i | i | 39.5 | i
C(#Cc1ccccc1)C[N+]1(CC#Cc2ccccc2)CCCC1 | i | i | 0.4 | -0.4 | -8.05* | i | i | i | i | -9.9 | i
O=C(NNC(=S)Nc1ccccc1)c1cccnc1 | i | i | -4.6 | 0.7 | i | i | i | i | i | -4.6 | i
O=C(O)c1ccc(NC(=O)C2C3CCC(O3)C2C(=O)O)cc1 (stereo not drawn) | i | i | -0.4 | -24.1 | i | i | i | i | i | 0.4 | i
O=C(Nc1cccnc1Cl)C1=NN(c2ccccc2)C(=O)CC1 | i | i | -9.0 | -0.4 | i | i | i | i | i | -1.2 | i
O=C(O)CCC(=O)Nc1ccc(Sc2ccc([N+](=O)[O-])cc2)cc1 | i | i | 14.4 | -0.4 | i | i | i | i | i | -2.6 | i
CC(=O)c1c(C)[nH]c(C(=O)NCC2CCCCC2)c1C | i | i | -2.8 | 1.0 | i | i | i | i | i | -5.9 | i
O=C(NC1CCCC1)C1CCCN1C(=O)Nc1ccc(Cl)cc1 (stereo not drawn) | i | i | -0.9 | -0.5 | i | i | i | i | i | 0.4 | i
CCN(CC)S(=O)(=O)c1cccc(C(=O)NCCc2ccccc2)c1 | i | i | -4.8 | 2.4 | i | i | i | i | i | -9.1 | i
CCOC(=O)C(CC)Sc1nnc2n1C(C)(C)Cc1ccccc1-2 (stereo not drawn) | i | i | 0.0 | 0.3 | i | i | i | i | i | 6.3 | i
COc1ccc(N2CCN(Cc3nc4scc(-c5cccs5)c4c(=O)[nH]3)CC2)cc1 | i | i | -2.1 | 0.4 | i | i | i | i | i | 14.1 | i
CC1CC1C(=O)NCCc1ccc(Cl)cc1 (stereo not drawn) | i | i | -0.8 | 1.5 | i | i | i | i | i | 0.8 | i
CC(=O)N1CCN(S(=O)(=O)c2cccc(C(=O)Nc3ccc4c(c3)OCO4)c2)CC1 | i | i | 7.4 | -0.1 | i | i | i | i | i | 0.9 | i
Cn1c(=S)[nH]c2ccccc21 | i | i | -7.3 | 0.1 | i | i | i | i | i | x | i
CCn1c(=O)cc(SCC(=O)N2CCC(C)CC2)c2ccccc21 | i | i | 2.2 | -0.2 | i | i | i | i | i | -1.8 | i
CCC(C)(C)NC(=O)CN(CC1CCCO1)C(=O)CNS(=O)(=O)c1ccccc1 (stereo not drawn) | i | i | 0.3 | -0.1 | i | i | i | i | i | 10.5 | i
COc1ccc(O)c(/C=N/NC(=O)c2ccc(N3CCCC3=O)cc2)c1 | i | i | 5.1 | 1.4 | i | i | i | i | i | -0.9 | i
S=C(Nc1ccc(Oc2ccccc2)cc1)NC1CCCCC1 | i | i | x | 0.3 | i | i | i | i | i | 53.7* | i
Cc1ccc(N=Cc2c(O)n(C)c(=O)n(C)c2=O)nc1 | i | i | 1.8 | x | i | i | i | -5.62* | i | 1.1 | i
Cc1ccc(S(=O)(=O)N2CCN(C(=O)c3c(C)nn(-c4ccccc4)c3Cl)CC2)cc1 | i | i | 2.7 | -0.6 | i | i | i | i | i | -7.8 | i

(further entries)
SMILES | MrgX1 ag | TRPC4 inh | Platelet DG rel | HIF act | RGS4 act | TRPC6 activator | MrgX1 allo act | TRPC6 inhibitor | MrgX1 antag | SKKanGAS inh | RGS4 inh
COc1ccc(NC(=S)NCC(c2cccnc2)N2CCOCC2)cc1 (stereo not drawn) | i | i | 2.0 | -0.2 | i | i | i | i | i | 2.2 | i
COc1cccc(CNc2nc3nc4c(c(=O)n3[nH]2)CCC4)c1 | i | i | 3.5 | -0.4 | i | i | i | i | i | 4.5 | i
COC(=O)CNC(=O)C12CC3CC(C1)CC(c1ccc(C)cc1)(C3)C2 | i | i | -11.1 | 0.1 | i | i | i | i | i | -1.8 | i
COc1ccc2ccccc2c1CNCc1ccc(C)cc1 | i | i | 1.1 | -0.1 | i | i | i | -8* | i | 1.2 | i
CC(Sc1nnnn1C)C(=O)Nc1ccc(Oc2ccccc2)cc1 (stereo not drawn) | i | i | 1.3 | 0.0 | i | i | i | i | i | -0.1 | i
Cc1nc2sc(C(c3cccc(F)c3)N3CC(C)OC(C)C3)c(O)n2n1 (stereo not drawn) | i | i | 6.4 | 1.6 | i | i | i | i | i | 0.8 | i
COc1ccc(NC(=O)C2c3cc(OC)c(OC)cc3C(=O)N(C)C2c2cccnc2)cc1OC (stereo not drawn) | i | i | 7.4 | -0.3 | i | i | i | i | i | 0.8 | i
